# Vif-A3G inh – blocks the Vif interaction with human APOBEC3G. Q9HC16. HeLa A3G-eYFP + Vif (tagged APOBEC3G with the HIV-1 protein that degrades it), YFP fluorescence, overnight. Potency, µM (titrated, usually from 46.1 µM), for inactives: at the highest dose activity, negative = active, most hits filed as inhibitors. actives 0.076% (n = 410,000);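 also: potency is read from the fitted curve at half-maximal effect; % is scaled to controls: 0 for no effect and ±100 for the full control effect; nearly all actives have a fitted effect of over 60% in size; hits raise eYFP signal because A3G escapes Vif-driven loss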
# Target sequence (Q9HC16 whole entry, looked up): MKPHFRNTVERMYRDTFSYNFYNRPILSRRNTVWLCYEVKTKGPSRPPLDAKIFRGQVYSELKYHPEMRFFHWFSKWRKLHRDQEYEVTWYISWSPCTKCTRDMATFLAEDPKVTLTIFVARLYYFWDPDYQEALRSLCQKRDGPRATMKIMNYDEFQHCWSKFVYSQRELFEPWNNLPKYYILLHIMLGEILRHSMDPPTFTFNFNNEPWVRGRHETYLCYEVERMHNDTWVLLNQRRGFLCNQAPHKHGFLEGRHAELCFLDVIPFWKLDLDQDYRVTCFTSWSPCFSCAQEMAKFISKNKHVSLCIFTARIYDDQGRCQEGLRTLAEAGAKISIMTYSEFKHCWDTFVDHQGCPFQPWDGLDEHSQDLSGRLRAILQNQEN
#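 Read-out is eYFP fluorescence (Ex 488/Em 500-530) from Vif-expressing HeLa A3G-eYFP cells; more signal means A3G escaped Vif-mediated degradation. Cells plated overnight, compound pinned in, incubated overnight at 37 deg C.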
# D1 PAM – enhances dopamine response at the human D1 receptor; AID 504651; actives 0.036% (n = 360,000); P21728; potentiation, % at 10 µM; HEK293 TREx D1 cells, calcium flux, dopamine EC20 potentiation; in the data active = potentiation above about 30%; also: 0% is about no effect
# LDHA block – blocks human lactate dehydrogenase A. purified LDHA, NADH/diaphorase-resazurin fluorescence; stronger effect = lower value. activity change, % (values are at about 110 or 230 µM). actives 0.15% (n = 480,000); in the data active = activity change below about -30%; inconclusive = mostly about -25% to -30%;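 also: plate controls were DMSO wells for no effect and wells without enzyme for full effect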
#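 Enzyme activity of human lactate dehydrogenase 5 (2 nM; 0.06 mM NADH, 0.2 mM pyruvate, 5 min, RT) is measured via a resazurin/diaphorase fluorescence readout of residual NADH.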
# D2 PAM – positively modulates the human D2 dopamine receptor allosterically; P14416; HEK293 T-REx D2, calcium flux, EC20 dopamine potentiation; potentiation, % at 10 µM; actives 0.34% (n = 340,000); AID 485347;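 active = potentiation over 3 SD above the plate norm, cut at about 30% in these data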; also: 0% is about no effect
# Target sequence (P14416 whole entry, looked up): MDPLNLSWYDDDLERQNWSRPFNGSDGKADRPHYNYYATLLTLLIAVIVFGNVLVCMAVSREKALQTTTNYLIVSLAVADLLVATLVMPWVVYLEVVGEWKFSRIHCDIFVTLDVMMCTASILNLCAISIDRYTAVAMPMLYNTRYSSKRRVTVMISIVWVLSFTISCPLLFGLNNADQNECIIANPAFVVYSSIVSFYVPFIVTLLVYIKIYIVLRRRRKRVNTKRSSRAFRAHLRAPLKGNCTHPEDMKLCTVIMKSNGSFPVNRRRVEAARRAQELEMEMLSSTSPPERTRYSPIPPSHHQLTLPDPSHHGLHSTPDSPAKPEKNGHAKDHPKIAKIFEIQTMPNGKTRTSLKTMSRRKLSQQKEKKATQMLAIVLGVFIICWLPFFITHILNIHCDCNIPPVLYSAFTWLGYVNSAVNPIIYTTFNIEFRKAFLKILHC
#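 Potentiation of an EC20 dopamine calcium response measured kinetically over 180 s, after a preceding 180 s compound-only read flagging agonists. Cells: inducible Hek293 Trex D2 line, 4000/well, cultured overnight at 30 C before dye loading.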
# RXFP1 agonist – agonists of human relaxin receptor RXFP1 | Q9HBX9 | HEK293T-RXFP1 cAMP TR-FRET, 30 min; response scale: percent of porcine relaxin response, buffer zero | Potency, µM (top dose mostly 57.5 µM), inactives show at the highest dose activation, most hits filed as activators | actives 0.3% (n = 370,000) | AID 2676; also: potency is read from the fitted curve at half-maximal effect; % is scaled to controls: 0 for no effect and ±100 for the full control effect; nearly all actives have a fitted effect of over 60% in size; many of its hits are not listed in these tables
#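 HEK293T cells stably expressing RXFP1 were pretreated with the PDE4 inhibitor Ro 20174, exposed to compounds for 30 min at 37C, lysed, and cAMP was read by TR-FRET. Data normalized to buffer (basal) and 29 nM porcine relaxin (100%).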
# D1 agonist – human D1 receptor agonism | actives 1% (n = 360,000) | HEK293 T-REx D1 cells, calcium flux, agonist mode | AID 504660 | activation, % at 2 µM | P21728; in the data active = activation above about 30%; also: 0% is about no effect
#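 Tetracycline-induced HEK293 TREx D1 cells, force-coupled to calcium signalling, were dye-loaded with a no-wash calcium kit. Compound was pin-added after a 10 s baseline. Fluorescence was read kinetically at 1 cycle/s for 180 s, with calcium rises flagged as agonism.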
# Vif-APOBEC3F blk – inhibitors of Vif-A3F interaction; actives 0.2% (n = 390,000); Potency, µM (top dose mostly 46.1 µM), for the others: at the top dose activity, negative = active; HeLa A3F-eYFP + Vif (tagged APOBEC3F with the HIV-1 protein that degrades it), YFP fluorescence increase; also: potency is read from the fitted curve at half-maximal effect; % of control where 0% means no effect; nearly all actives have a fitted effect of over 65% in size
#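 HeLa cells stably expressing Vif plus C-terminally eYFP-tagged A3F were seeded, incubated overnight at 37 deg C, dosed with compound, incubated overnight again at 37 deg C. Yellow fluorescence (Ex 488/Em 500-530) reported blocked Vif-mediated A3F-eYFP degradation.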
# D1 antagonist – blocks dopamine activation of the human D1 receptor; HEK293 TREx D1 cells, calcium flux, dopamine EC80; stronger effect = lower value; actives 3.2% (n = 360,000); AID 504652; activity change, negative = inhibition, % at 10 µM; in the data active = activity change below about -30%; also: % is scaled to controls: 0 for no effect and ±100 for the full control effect
#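 Calcium flux readout: force-coupled, inducible Hek293 Trex D1 line, cells induced overnight at 30 C with tetracycline, dye-loaded 30–90 min at RT. Antagonism scored against EC80 dopamine challenge given 180 s after compound.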
# GRP78 ERSR act – induces the endoplasmic reticulum stress response in human glioma cells; U87-MG GRP78 promoter luciferase reporter, 16 h; Potency, µM, without a hit: top-dose activation, most hits filed as activators; actives 0.02% (n = 420,000); AID 602332; also: potency is read from the fitted curve at half-maximal effect; series mostly up to about 76 µM; % of control where 0% means no effect; nearly all actives have a fitted effect of over 35% in size
#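 ERSR induction read as luciferase luminescence (Bright-Glo, 10 min at room temperature) in stably transfected human U87-MG glioma cells exposed to compounds for 16 h, using GRP78 as sensor.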
# Starred values were filed as active, the others as inactive; ? = inconclusive; / = not tested or not shown. Unless noted, calls follow the shape of the dose curve; as a rule, active = well fitted curve in the direction sought with a large enough effect; inconclusive = small, poorly fitted or top-dose-only effect, or another doubt; inactive = no such curve, though single readings can be large; an effect the other way counts as inactive or inconclusive. Only part of the results is shown (hit frequency here may not be typical).
# Values in the order – Vif-A3G inh	D1 PAM	LDHA block	D2 PAM	RXFP1 agonist	D1 agonist	Vif-APOBEC3F blk	D1 antagonist	GRP78 ERSR act
> O=C(NCCSCc1ccco1)c1ccc(=O)[nH]c1
    0.5%	/	6.2	/	1.0%	5.6	1.3%	-11.5	-3.4%
> COc1ccccc1NC(=O)C(=O)NNC(=O)c1ccco1
    -19.1%	-4.5	1.0	9.5	-4.5%	0.8	0.2%	8.9	-3.9%
> COCC(=O)OCC(=O)Nc1cc([N+](=O)[O-])ccc1Cl
    1.9%	-2.5	-1.2	-2.0	-1.6%	10.0	-0.9%	6.5	-4.2%
> CC(C)Cn1c2c(c(O)c(C(=O)Nc3nccs3)c1=O)CCCC2
    -4.5%	4.4	5.3	2.2	0.2%	6.2	1.7%	19.3	-4.6%
> O=C(COC(=O)CCNS(=O)(=O)c1cccc(C(F)(F)F)c1)NC(=O)NC1CCCCC1
    -4.9%	-0.1	15.7	-2.8	0.1%	0.8	-1.3%	-3.6	-4.2%
> Cc1ccc(-c2c[n+](CC(=O)Nc3ccc(C)cc3C)c3n2CCC3)cc1
    4.8%	-7.8	-9.5	-20.4	3.3%	1.3	2.3%	-1.6	0.1%
> COc1ccc(/C=N/NC(=O)c2cccc(NC(=O)c3ccccc3Cl)c2)c(OC)c1
    -8.6%	-3.5	-2.5	/	3.6%	1.2	6.3%	5.8	5.2%
> Cc1c(C(=O)NCCCN2CCOCC2)oc2ccc(S(=O)(=O)N3CCOCC3)cc12
    -0.4%	0.1	-3.1	4.0	5.8%	1.0	0.2%	-1.5	-0.1%
> COCCC1CCCCN1C(=O)c1ccc2nc(Cc3ccccc3F)oc2c1 (centres undefined)
    -2.3%	0.3	-0.7	9.1	-0.4%	3.9	-1.0%	7.2	1.6%
> COC(=O)c1ccc2c(=O)n(CCN3CCOCC3)c(SCC(=O)C(C)(C)C)nc2c1
    0.1%	-3.9	-3.3	-5.0	1.4%	4.4	-0.2%	23.3	-2.1%
> Cc1cccc2sc(N(CCN(C)C)C(=O)c3ccc4ccccc4c3)nc12
    -0.9%	7.1	2.8	4.1	4.0%	1.1	6.9%	-3.0	-5.2%
> CC(NC(=O)COc1ccc(S(=O)(=O)N2CCCC2)cc1)c1ccccc1 (centres undefined)
    0.3%	0.5	-6.0	-12.9	3.6%	2.6	-6.6%	-4.8	-1.6%
> CC1(C)CC2CC(C)(CN2C(=O)COC(=O)c2cccnc2Cl)C1 (centres undefined)
    -1.5%	/	0.2	/	/	/	5.2%	/	-3.9%
> CC(Sc1nnnn1C)C(=O)Nc1ccc2c(c1)OCCO2 (centres undefined)
    -1.2%	-2.0	-6.7	/	-0.4%	1.3	-16.4%	-2.4	0.5%
> COc1ccc(-c2cc(C(=O)Nc3c(C)nn(Cc4ccc(Cl)cc4)c3C)no2)cc1
    -17.1%	-7.5	-6.8	23.3	1.6%	7.8	2.1%	-17.3	-4.3%
> COC(=O)C(C)NC(=O)N1CCN(c2nnc(C)c3c(C)n(-c4ccc(Cl)cc4)nc23)CC1 (centres undefined)
    /	-2.7	-4.4	-6.6	3.6%	2.2	/	9.3	/
> Cc1ccc(CNC(=O)c2cccc(Nc3nc4ccccc4n4nnnc34)c2)cc1
    -18.3%	-2.6	2.7	-2.2	19.6%	2.6	?	12.6	3.2%
> COc1ccc(CNc2cc(C)ccc2C)c(OC)c1OC
    0.9%	-3.1	2.2	5.9	3.2%	16.5	-0.2%	5.0	-3.2%
> O=C(c1cccs1)N1CCc2c([nH]c3ccccc23)C1c1ccccn1 (centres undefined)
    -13.9%	-0.8	0.4	-5.0	-1.3%	0.0	-10.2%	1.9	-0.9%
> O=C(c1cccc(OC2CCN(Cc3cc(F)cc(F)c3)CC2)c1)N1CCCC1
    -0.9%	0.3	-4.8	-1.2	-5.8%	2.0	2.5%	-10.7	10.5%
> COc1cc2cc(CN(Cc3cccnc3)C(=O)NCc3ccccc3)c(=O)[nH]c2cc1OC
    1.9%	-11.9	-5.5	6.7	0.4%	0.6	/	-18.5	-2.1%
> O=C(NCCC1=CCCCC1)C1CCN(S(=O)(=O)c2cccc3nsnc23)CC1
    0.7%	-2.7	2.2	-6.4	0.0%	6.7	-9.9%	-3.0	-0.4%
> O=C(CSc1ncnc2sccc12)N1CCN(C(=O)c2cccs2)CC1
    1.9%	-8.4	-6.1	4.1	8.2%	0.0	-17.2%	4.4	-4.0%
> CCC(C)(C)n1nnnc1C(c1cc2cc(C)cc(C)c2[nH]c1=O)N1CCCC1 (centres undefined)
    -1.3%	-3.0	-4.4	2.3	-1.0%	1.6	-9.4%	-19.4	0.0%
> Cc1ccnc(Nc2nc(-c3ccc(Cl)cc3)cs2)c1
    2.7%	2.9	-14.4	6.9	0.1%	1.8	15.9%	6.8	0.8%
> Oc1ccc(N2CCN(c3ccnc4cc(Cl)ccc34)CC2)cc1
    -14.0%	-7.8	17.9	-4.3	1.1%	0.4	-1.1%	-20.8	-3.8%
> CC(=O)c1cccc(N(C(=O)c2ccco2)C(C(=O)NC2CCCC2)c2ccncc2)c1 (centres undefined)
    0.6%	0.2	-4.1	-9.2	-0.8%	-0.9	6.6%	-2.2	-1.6%
> CC(=O)NC(C)c1nc2ccccc2n1C(C)C (centres undefined)
    3.1%	-1.8	-1.0	1.5	0.3%	2.6	6.4%	0.3	-4.5%
> CC1CCCN1CC#CC(O)(c1ccccc1)c1ccccc1 (centres undefined)
    1.4%	-3.6	-0.3	-22.8	4.0%	3.0	-18.5%	-4.6	-2.5%
> C/C=C\C=C/C(=O)Nc1cccc(C2=NOC3(C2)C[C@@H](C(N)=O)N(C(=O)COc2ccc(Cl)cc2)C3)c1 (some centres undefined)
    -8.0%	0.7	2.2	-3.4	-2.6%	14.6	1.8%	-0.3	-1.9%
> CN(CC(=O)NCCc1ccc(S(N)(=O)=O)cc1)Cc1ccc(Cl)cc1Cl
    -0.4%	-6.9	-7.0	6.8	1.0%	5.8	2.7%	-9.9	-1.0%
> O=C1CC(c2ccccc2)c2c(O)cc(O)cc2O1 (centres undefined)
    -0.3%	-1.4	-1.0	3.6	0.7%	-1.2	10.1%	/	-1.8%
> CC1CCN(Cc2c(O)ccc3c(=O)c(Oc4ccccc4Cl)c(C(F)(F)F)oc23)CC1
    1.8%	-6.2	2.8	6.3	-0.5%	-0.4	-6.4%	12.9	-1.5%
> NNC(=O)C1SCCN1S(=O)(=O)c1ccc(Cl)cc1 (centres undefined)
    -0.4%	/	-2.0	/	/	/	4.9%	/	-1.8%
> CCOc1ccccc1NC(=O)COC(=O)Cc1ccc(-c2ccccc2)cc1
    -0.4%	-5.2	-2.2	8.2	-0.4%	39.1*	-3.3%	-36.6*	-8.2%
> Cc1cc(Cl)ccc1NC(=S)N1CCN(C(=O)c2ccco2)CC1
    0.8%	0.2	-7.8	12.4	-0.6%	1.5	-4.2%	10.1	-3.0%
> O=C(CCn1c(=O)[nH]c2ccccc2c1=O)N1CC=C(c2ccccc2)CC1
    0.0%	-2.8	-1.3	1.3	2.1%	6.6	8.7%	-10.4	-5.7%
> Cc1ccc(Cl)cc1NC(=O)COC(=O)CC(C)(C)CC1=NS(=O)(=O)c2ccccc2N1
    0.7%	-3.1	0.6	-14.2	0.9%	6.0	-1.6%	12.7	-3.4%
> CCC(=S)/C=C1\Sc2ccccc2N1CCCS(=O)(=O)O
    -2.1%	-1.6	-4.1	3.7	3.3%	3.6	/	18.3	-4.7%
> C=C1C2(C(=O)NCc3ccco3)CCC(C2)C1(C)C (centres undefined)
    2.3%	-1.5	-8.6	-7.5	0.0%	2.4	1.0%	-9.9	2.0%
> Cc1cc(NC(=O)C(=O)NCc2cccc(Cl)c2)no1
    3.7%	2.0	-1.4	1.8	2.7%	4.5	4.6%	-33.2*	-2.3%
> COc1ccc(Br)cc1CNC(=O)c1nn(-c2ccc(C)cc2)c(=O)c2c1c1ccccc1n2C
    3.0%	-2.5	-11.7	-7.9	-0.5%	1.0	-3.6%	-13.2	0.1%
> Cc1ccc2nc(-c3ccncc3)c(Nc3ccc(C(C)C)cc3)n2c1
    -2.6%	1.2	-1.9	-4.5	3.1%	-0.8	0.3%	9.1	-3.1%
> Cc1ccc(NC(=S)NCC2CCCO2)c(OC(F)F)c1 (centres undefined)
    1.8%	5.9	-7.7	8.8	1.1%	-0.6	2.5%	6.3	-2.2%
> CCOc1ccccc1NC(=O)CSc1nccn1-c1cccc(C)c1
    1.0%	-5.5	-0.1	-4.3	3.0%	5.4	5.7%	-11.8	-6.3%
> Cc1nc(NC(=O)c2ccccc2)sc1C1(C)CC(c2ccccc2F)=NO1 (centres undefined)
    -4.4%	-1.7	-2.2	-6.5	-3.5%	1.5	-5.2%	-32.8*	-1.0%
> OCC1CCCN(C(=S)NCCc2ccccc2)C1 (centres undefined)
    -3.6%	-8.1	-1.1	-6.7	-2.7%	0.1	-2.2%	-4.5	-0.4%
> CCCCC(=O)N1CCCC(c2nc(-c3cccc(OC)c3)no2)C1 (centres undefined)
    -3.2%	2.5	0.0	3.8	-2.3%	2.1	0.0%	-8.6	6.0%
> Cc1cc(C(=O)NNC(=O)c2ccc(Cl)cc2)no1
    -0.8%	-1.9	-7.4	-5.3	5.3%	2.4	5.9%	2.6	-3.7%

# Entries listed above marked active in D1 agonist.
Compound | Vif-A3G inh | D1 PAM | LDHA block | D2 PAM | D1 agonist | D1 antagonist | GRP78 ERSR act
CCOc1ccccc1NC(=O)COC(=O)Cc1ccc(-c2ccccc2)cc1 | -0.4% | -5.2 | -2.2 | 8.2 | 39.1* | -36.6* | -8.2%

# High-throughput results from PubChem BioAssay.
